Screens from PubChem BioAssay.
NCOA2 inhibitor – inhibition of GAL4-SRC2 driven luciferase reporter, primary screen, SRC2 inhibitor project, cell-based, luminescence | HEK293 GAL4-SRC2 luciferase reporter | inhibition, % at 9 µM | Nuclear receptor coactivator 2 (Homo sapiens), Q15596 | 370,000 compounds, 0.17% hits;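 active = inhibition above the mean inhibition of all tested compounds plus 3 SD, set per campaign, cut at about 52% in these data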;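 note: 0% = DMSO treated cells and 100% = cells given Gossypol at 36 µM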
Target sequence (Q15596 whole entry, looked up, the tested form may be a part): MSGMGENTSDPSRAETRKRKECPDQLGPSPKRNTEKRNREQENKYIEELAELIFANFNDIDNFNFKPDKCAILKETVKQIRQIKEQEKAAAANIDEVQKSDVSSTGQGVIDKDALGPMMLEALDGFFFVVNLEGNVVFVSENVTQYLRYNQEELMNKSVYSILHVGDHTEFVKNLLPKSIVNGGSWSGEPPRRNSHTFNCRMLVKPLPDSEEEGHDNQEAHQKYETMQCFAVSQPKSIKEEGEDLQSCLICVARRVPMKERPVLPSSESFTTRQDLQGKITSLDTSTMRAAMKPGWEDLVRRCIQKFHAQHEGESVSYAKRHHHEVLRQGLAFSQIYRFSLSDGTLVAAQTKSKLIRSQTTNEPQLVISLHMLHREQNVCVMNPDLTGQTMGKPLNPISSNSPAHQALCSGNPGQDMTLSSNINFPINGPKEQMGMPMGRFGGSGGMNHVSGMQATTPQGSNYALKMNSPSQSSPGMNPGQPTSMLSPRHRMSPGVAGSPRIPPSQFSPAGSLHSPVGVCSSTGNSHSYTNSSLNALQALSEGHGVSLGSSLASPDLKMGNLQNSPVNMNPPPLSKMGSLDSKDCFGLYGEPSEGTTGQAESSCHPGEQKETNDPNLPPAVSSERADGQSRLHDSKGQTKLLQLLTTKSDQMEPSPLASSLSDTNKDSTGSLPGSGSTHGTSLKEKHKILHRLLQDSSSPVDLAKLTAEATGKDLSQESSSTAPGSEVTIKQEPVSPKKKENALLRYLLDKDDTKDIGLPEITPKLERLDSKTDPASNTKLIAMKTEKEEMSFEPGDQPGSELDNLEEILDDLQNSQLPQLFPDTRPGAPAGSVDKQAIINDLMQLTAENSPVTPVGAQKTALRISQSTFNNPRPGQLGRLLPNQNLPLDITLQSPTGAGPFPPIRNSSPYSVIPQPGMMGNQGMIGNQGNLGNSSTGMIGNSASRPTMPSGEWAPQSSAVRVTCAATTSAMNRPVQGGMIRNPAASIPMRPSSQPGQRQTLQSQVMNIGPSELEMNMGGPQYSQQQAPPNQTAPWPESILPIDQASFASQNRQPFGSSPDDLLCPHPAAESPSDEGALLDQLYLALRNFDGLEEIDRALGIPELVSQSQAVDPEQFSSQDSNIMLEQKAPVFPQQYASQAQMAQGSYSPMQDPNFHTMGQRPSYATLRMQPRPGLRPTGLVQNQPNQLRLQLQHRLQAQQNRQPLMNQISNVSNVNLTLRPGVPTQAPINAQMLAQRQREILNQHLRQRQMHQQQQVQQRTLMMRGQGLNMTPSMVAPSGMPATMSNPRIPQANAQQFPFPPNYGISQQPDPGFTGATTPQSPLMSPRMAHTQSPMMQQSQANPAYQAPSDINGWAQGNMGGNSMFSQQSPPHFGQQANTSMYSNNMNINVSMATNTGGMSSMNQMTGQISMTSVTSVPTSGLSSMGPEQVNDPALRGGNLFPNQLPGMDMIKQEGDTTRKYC
SRC3 inh – SRC3 coactivator transcriptional activity inhibitors, primary screen, cell-based, luminescence | inhibition, % at 3.6 µM | AID 588352, 2011 | 360,000 compounds, 0.17% hits | HEK293 GAL4-SRC3 luciferase reporter | Nuclear receptor coactivator 3 (Homo sapiens), Q9Y6Q9;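 active = inhibition above a per-campaign cutoff, the mean of all compounds plus 3 SD, cut at about 60% in these data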;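 note: 0% = DMSO-treated cells and 100% = gossypol-treated cells at 36 µM; higher means less SRC3-driven luciferase light from the GAL4 reporter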
TLR9-MyD88 inh – inhibitors of TLR9-MyD88 association in cells, primary screen, cell-based, CHO, BLA complementation, fluorescence; CCF4 FRET ratio; Toll-like receptor 9 (Homo sapiens) + Myeloid differentiation primary response protein …; inhibition, % at 4.98 µM; 340,000 compounds, 0.21% hits;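 active = inhibition above the mean over all tested compounds plus 3 SD, cut at about 21% in these data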;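 note: 0% = DMSO only wells and 100% = clavulanate BLA inhibitor control wells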
LRH-1 inv ag – LRH-1 (NR5A2) inverse agonists, primary screen, cell-based, luminescence, HEK293T, StAR-luciferase reporter | 360,000 compounds, 0.13% hits | inhibition, % at 3.6 µM | AID 602396, 2012 | LRH-1 transfected, 24 h;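 active = inhibition above the mean inhibition of all tested compounds plus 3 SD, cut at about 73% in these data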;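 note: 0% = DMSO wells and 100% = reporter-only cells lacking LRH-1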
SRC1 inh – SRC1 coactivator transcriptional activity inhibitors, primary screen, cell-based, luminescence; HEK293 GAL4-SRC1 luciferase reporter; Nuclear receptor coactivator 1 (Homo sapiens), Q15788; inhibition, % at 3.6 µM; 360,000 compounds, 0.12% hits;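 active = inhibition above the campaign mean plus 3 SD, with each screening campaign given its own cutoff, cut at about 60% in these data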;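 note: 0% = DMSO treated cells and 100% = gossypol at 36 µM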
COUP-TFII inh – NR2F2 transcriptional activity inhibitors, primary screen, cell-based, luciferase reporter, HEK293T, luminescence | HEK293T NGFI-A luciferase reporter | inhibition, % at 8.6 µM | 370,000 compounds, 0.7% hits;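 active = inhibition above a per-plate cutoff, mean inhibition of test wells between control levels plus 3 SD, cut at about 38% in these data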;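 note: cells cotransfected with COUP-TFII expression vector driving the NGFI-A reporter; 0% = median of COUP-TF2 test wells and 100% = reporter-only cells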
TROY NFkB inh – inhibitors of TROY-driven NF-kB signaling, primary screen, Q293 LMP1-TROYcd cells, NF-kB luciferase, uHTS. 360,000 compounds, 0.98% hits. inhibition, % at 10 µM. AID 1347056, 2019. Q293 LMP1-TROYcd NF-kB luciferase reporter, 4 h;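 active = compounds whose plate-normalised and pattern-corrected inhibition of the luciferase reporter signal at the single screening dose is 50% or more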
TWEAK-Fn14 inh – inhibitors of TWEAK-Fn14 signaling, primary screen, luciferase reporter cells, uHTS; TWEAK-stimulated Fn14 reporter cells, luciferase luminescence, 8 h; AID 1159606, 2016; inhibition, % at 10 µM; 360,000 compounds, 2% hits; in the data active = inhibition above about 50%
ABHD5-PLIN5 inh – ABHD5-PLIN5 interaction inhibitors, primary screen, cell lysate, split luciferase complementation, luminescence; Split G. princeps luciferase complementation, 4 h; inhibition, % at 4 µM; 360,000 compounds, 0.78% hits; AID 602281, 2012;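 active = inhibition above the mean inhibition across every tested compound plus 3 SD, cut at about 22% in these data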;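 note: 0% = DMSO only wells and the 100% control is not disclosed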
NOD2-RIPK2 inh – NOD2-RIPK2 binding disruptors in cells, primary screen, fluorescence, CHO cells, BLA complementation. Receptor-interacting serine/threonine-protein kinase 2 (Homo sapiens), O43353. CCF4 ratio. inhibition, % at 4.98 µM. 360,000 compounds, 0.38% hits. AID 624267, 2012; in the data active = inhibition above about 21%;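 note: 0% = vehicle only and 100% = reference blocker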
Exocytosis inh – LAMP-1 surface exposure blockers, TALL-104 cells – cell-based, flow cytometry, MLPCN library, primary screen; TALL-104 LAMP-1 surface exposure; cells stimulated with thapsigargin and PMA; 360,000 compounds, 0.66% hits; inhibition, % at 10 µM;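 active = inhibition above about 55%, limit read from the data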
Active calls of the source: *; x = not tested or not shown. A portion of the library, so the mix of outcomes need not match the whole.

SMILES	NCOA2 inhibitor	SRC3 inh	TLR9-MyD88 inh	LRH-1 inv ag	SRC1 inh	COUP-TFII inh	TROY NFkB inh	TWEAK-Fn14 inh	ABHD5-PLIN5 inh	NOD2-RIPK2 inh	Exocytosis inh
COCCNC(=O)CCc1c(C)nc2c(-c3ccc(F)cc3)c(C)nn2c1C	7	1	5	-17	11	6	4	-3	-4	-11	-3
Cc1nc2cc(NC(=O)Nc3cccc(F)c3)ccc2n1C	-76	-91	5	-173	-99	-43	13	81*	5	-7	-1
COc1ccccc1Nc1ccc(NS(=O)(=O)c2ccc(C(C)=O)cc2)cc1	-21	-4	6	-3	-8	15	14	6	-12	0	22
Cn1c(=O)c2c(nc(NCCCO)n2CCc2ccccc2)n(C)c1=O	7	4	2	0	-16	6	2	0	1	-1	-1
CCOC(=O)Cn1cc(C(=O)c2ccco2)c2ccccc21	7	-1	7	-6	-8	-37	-13	-4	-4	-2	-3
Cc1ccc(C(=O)N/C(=C/c2ccccc2F)C(=O)NCCCn2ccnc2)cc1	12	10	-5	-9	-8	18	-2	-1	0	-4	1
Cc1ccnc(NC(=O)c2cc(F)c(F)cc2Cl)n1	-17	8	-10	0	-59	-4	8	29	1	5	-2
CCOc1cc(Br)cc(/C=C2\SC(=Nc3ccccc3)NC2=O)c1O	-14	0	13	-7	-3	-7	42	49	5	2	-4
Cc1ccc2nc(-c3ccccc3)cc(C(=O)N3CC(C)OC(C)C3)c2c1 (stereo not given)	5	-3	-4	2	5	11	3	-23	4	-8	3
Cc1ccc(C(=O)c2ccccc2C(=O)OCC(=O)NC(=O)NC(C)(C)C)cc1	20	11	1	-3	12	-10	-6	26	-1	-10	-1
O=C1OCCC1Sc1nnc(-c2cccs2)n1Cc1ccccc1 (stereo not given)	x	7	-11	5	6	x	-2	8	-3	0	-2
CCCn1c(N)c(N(CCOC)C(=O)c2cc3c(s2)CCC(CC)C3)c(=O)[nH]c1=O (stereo not given)	3	6	3	3	-9	-8	-1	6	-5	1	0
Clc1ccc(-c2ccn[nH]2)cc1	-10	-21	5	-4	-9	-9	-40	-9	0	-6	-3
O=C(N/N=C/c1cccnc1)c1cc(O)c(O)c(O)c1	-11	8	-16	2	5	20	8	-22	4	1	-7
COc1ccc(N=C2NC(=O)C(CO)(CO)S2)cc1	-10	-6	5	6	-6	14	16	-34	2	-5	2
COc1ccc(OS(=O)(=O)c2ccc(N3C(=O)CCC3=O)cc2)cc1	-9	0	-6	-10	6	1	6	7	3	-2	-5
Cc1nc(-c2ccc(Cl)cc2)sc1C1(C)CC(c2ccc(F)cc2)=NO1 (stereo not given)	-28	-12	-10	-3	-10	-3	-31	-37	-8	-11	-3
O=C(O)CC(CC(=O)NCC(O)c1ccccc1)c1ccccc1 (stereo not given)	13	3	3	-20	1	6	-3	3	-9	-3	-8
C=CCNc1nc(C)nc(OC)n1	-9	-14	1	-1	-9	16	-4	-13	6	-1	2
O=C(NC1CCSc2ccccc21)c1cc([N+](=O)[O-])ccc1N1CCOCC1 (stereo not given)	-16	-32	1	13	-8	-21	8	5	-2	-16	0
COc1cccc(CNC(=O)COC(=O)c2cccc(S(=O)(=O)N3CCCC3)c2)c1	15	-5	2	13	-11	13	-16	3	-1	-3	1
CCCCNc1cccc2c1S(=O)(=O)N(CCCC)CC(COCc1ccccc1)O2 (stereo not given)	3	11	-1	8	-6	-2	-1	1	1	4	1
CCOc1ccc(/C=N/NC(=O)C(C)Sc2ccccn2)cc1OCC (stereo not given)	1	0	-1	17	-13	11	-16	-16	7	-12	-4
COc1ccc(/C=N/NC(=O)c2cc3c(ccc4ccccc43)o2)cc1OC	-17	7	8	-11	11	-1	5	3	-10	6	6
CCOC(=O)COc1nc(-c2ccc(C)cc2)cc(-c2ccco2)c1C#N	1	-15	-3	-6	-15	10	4	-16	4	-3	-5
CC(C)c1nc2oc3c(N(C)CCO)ncnc3c2c2c1CCC2	-18	7	-13	0	6	19	-2	-10	-4	2	8
N#CC[C@H](Cc1ccccc1)N1CC[C@@H](O)CCC1=O	-27	-68	-4	2	8	2	-14	-1	-13	2	0
CCc1ccc(C2CC(c3ccc(Cl)cc3)=NNC2=O)cc1 (stereo not given)	16	15	3	7	-15	-4	-11	4	-2	-10	-6
O=C(N=C1SC2CS(=O)(=O)CC2N1c1ccccc1)C1CCCCC1 (stereo not given)	6	12	-3	3	1	28	4	8	3	-1	-1
CCC(C)(C)n1nnnc1C(C(C)C)N1CCSCC1 (stereo not given)	-7	4	6	-17	10	-10	-6	-23	-5	-7	-1
CCCCn1cnc2c(c(-c3ccccc3)c(-c3ccccc3)n2Cc2ccco2)c1=N	-32	14	x	29	14	20	-7	3	12	-5	64*
CCCc1c(C(=O)N/N=C/c2ccc(C)o2)nnn1-c1nonc1N	-6	5	-2	-7	2	-3	2	1	1	-4	-1
CCC(=O)NNc1cccc(Cl)n1	7	14	10	10	-5	17	-9	-7	4	-3	0
CC1CCCC(C)N1CCNC(=O)C1CCN(S(=O)(=O)N2CCCCC2)CC1 (stereo not given)	12	13	-6	8	1	-7	-5	-12	-1	-9	2
COc1ccc(C(C)=O)cc1COC(=O)c1ccc(N)c([N+](=O)[O-])c1	-10	-3	6	26	15	-9	1	8	0	-5	12
Cc1cccc(N2C(=O)CSC2c2cccnc2)c1 (stereo not given)	-16	-1	7	13	-3	-4	-13	7	5	-8	-6

Record cards, from the list above:
Listed for CCC(=O)NNc1cccc(Cl)n1 : NCOA2 inhibitor = 7; SRC3 inh = 14; TLR9-MyD88 inh = 10; LRH-1 inv ag = 10; SRC1 inh = -5; COUP-TFII inh = 17; TROY NFkB inh = -9; TWEAK-Fn14 inh = -7; ABHD5-PLIN5 inh = 4; NOD2-RIPK2 inh = -3; Exocytosis inh = 0
Listed for CCc1ccc(C2CC(c3ccc(Cl)cc3)=NNC2=O)cc1 (stereo not given) : NCOA2 inhibitor = 16; SRC3 inh = 15; TLR9-MyD88 inh = 3; LRH-1 inv ag = 7; SRC1 inh = -15; COUP-TFII inh = -4; TROY NFkB inh = -11; TWEAK-Fn14 inh = 4; ABHD5-PLIN5 inh = -2; NOD2-RIPK2 inh = -10; Exocytosis inh = -6

Next part:
SMILES	NCOA2 inhibitor	SRC3 inh	TLR9-MyD88 inh	LRH-1 inv ag	SRC1 inh	COUP-TFII inh	TROY NFkB inh	TWEAK-Fn14 inh	ABHD5-PLIN5 inh	NOD2-RIPK2 inh	Exocytosis inh
Cc1ccc(NC(=O)CN(C)C(=O)COc2cccc3ccc(C)nc23)cc1	-2	-5	5	6	-23	-24	-15	-25	-2	-7	11
CC(C)CN1CCC(=O)N([C@H](CSc2ccc(Br)cc2)c2ccccc2)CC1	1	1	-11	-8	-13	2	7	11	3	6	-4
Cc1nc(C(C)(C)O)n(-c2ccccc2)n1	3	11	-1	-15	-2	-6	1	0	-5	-11	1
O=S(=O)(NCCS(=O)(=O)N1CCN(c2ccc(F)cc2)CC1)c1ccc(F)cc1	12	-5	-3	13	9	9	-5	-17	-4	5	1
Cc1cccc(N2C(=O)/C(=C/c3ccccn3)SC2=S)c1	26	3	x	-12	-2	2	-25	-10	-6	-6	9
CC(C)(C)NC(=O)C(c1ccc(O)cc1)N(Cc1ccc2c(c1)OCO2)C(=O)CCl (stereo not given)	-12	3	-2	-14	2	7	7	3	-10	-8	-8
CN(c1ccccc1)c1nc(N)c([N+](=O)[O-])c(Nc2ccccc2F)n1	-14	3	-4	-2	-8	-12	47	17	-3	-1	76*
COc1cccc(NS(=O)(=O)c2ccc(Br)s2)c1	10	-4	-7	-10	0	-8	-19	-1	-4	-8	-2
O[C@H]1C[C@H](c2ccc(Cl)cc2)N(Cc2cccs2)C[C@@H]1n1cc(-c2ccc(F)cc2)nn1	-28	-18	3	-8	3	-1	-6	6	1	-5	-3
CC(C)(C)C(=O)/C(C#N)=C/c1cccs1	-1	2	-7	9	12	0	-15	1	-1	-8	-4
CSc1ncccc1C(=O)OCC(=O)NC12CC3CC(CC(C3)C1)C2	-19	6	1	-20	-16	-3	-11	2	2	-3	-3
COc1cc2c(cc1OC)CN(C(=O)COc1ccc(C)c(C)c1)CC2	0	-10	-6	10	-23	12	-6	-24	1	0	5
CC1CCN(C(=O)CSc2nc3c(c(=O)n2C)SC(C)C3)CC1 (stereo not given)	-10	3	-1	5	-44	0	3	-11	-9	-3	-5
Cc1ccc(C(C)C)c(OCC(=O)NC(=S)Nc2ccccc2N2CCOCC2)c1	28	6	-5	2	-19	14	9	-2	1	3	14
Cc1ccc(C2C(C(=O)c3cccs3)=C(O)C(=O)N2CCN2CCOCC2)o1 (stereo not given)	-17	-1	-1	3	-13	9	24	-10	6	-7	1
C=C(C)C(=O)Nc1cccc(C2=NOC3(C2)C[C@H](C(N)=O)N(C(=O)C(c2ccccc2)c2ccccc2)C3)c1 (stereo not given in full)	x	3	1	10	10	x	-2	17	0	-4	20
C#CCOCCOCCOCCNc1nc(N2CCN(C(=O)[C@H](CCCCN)n3cc(CN)nn3)CC2)nc(N2CCN(C(=O)[C@H](CCC(=O)O)n3cc(CN)nn3)CC2)n1	2	-5	1	15	-8	-5	-8	0	-3	4	-10
CS(=O)(=O)N(CC(=O)Nc1ccccc1-c1ccccc1)c1ccccc1	0	7	-12	-4	-24	-9	-13	0	0	4	-2
COc1cc(OC)nc(Oc2ccccc2C(=O)Oc2ccccc2Cl)n1	10	2	-8	13	-7	-1	-10	-10	-3	0	-2
Cc1ccc(S(=O)(=O)N(C)CCCC(=O)N2CCN(C=O)CC2)cc1	4	20	2	5	-10	5	22	25	8	-13	1
O/N=C1\CC/C(=N\O)c2nn(-c3ccc(Cl)cc3Cl)nc21	24	-1	4	-6	4	13	-21	-14	-1	-18	1
O=C(CN1C(=O)CC(c2ccco2)Sc2ccccc21)NC1CCCCC1 (stereo not given)	-10	-2	6	11	-4	-1	-6	9	-3	-1	-2
CCCN(CCC)c1ncnc2nc[nH]c12	37	65*	-5	27	59	25	50*	63*	0	-1	-3
CC1COCC(C)N1C1=C(Cl)C(=O)c2ccccc2C1=O (stereo not given)	-26	-33	-6	20	-9	11	-10	6	-49	-9	91*
Cc1ccc(S(=O)(=O)CNC(=S)c2cccc(C)c2)cc1	-14	10	3	-5	-9	2	8	7	4	-17	-10
CC(=O)Nc1ccc(NC(=O)c2cc([N+](=O)[O-])cc([N+](=O)[O-])c2)cc1	-11	4	-8	18	17	-10	-3	-22	4	-3	6
